Screening data from PubChem BioAssay.
VEEV TC-83 Vero = inhibitors of VEEV TC-83 cytopathic effect, confirmation, Vero cells (AID 588727). Vero cells, VEEV TC-83 cytopathic effect inhibition; higher % means a stronger effect. inhibition, % at 20 µM, or IC50 in µM where a hit was titrated. 350,000 compounds, 0.13% hits; in the data active means a potency from the dose series; inconclusive means inhibition mostly from about 14% at the one dose, without a potency; inactive means the rest, 99 in 100 with inhibition below about 12%; further: strong numbers were not always called active
influenza NS1A = H1N1 influenza NS1A inhibitors, functional cell based assay (AID 504329). NS1A functional cell-based assay, percent inhibition; higher % means a stronger effect. inhibition, % at 12.5 µM; hits with a dose series show IC50 in µM. 340,000 compounds, 0.3% hits; in the data active means a potency from the dose series; inconclusive means inhibition above about 27% without an active follow-up result; further: strong numbers were not always called active
H37Rv inhibition = M. tuberculosis growth inhibition, HTS (AID 449762); M. tuberculosis H37Rv growth inhibition, 7H9 media; higher % means a stronger effect; inhibition, % at 25 µM, or IC50 in µM where a hit was titrated; 330,000 compounds, 0.59% hits; in the data active means a potency from the dose series; inconclusive means inhibition above about 70% without an active follow-up result;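 further: bacterial growth assessed after seven days of incubation; strong numbers were not always called active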
Salmonella PhoP GFP = PhoP regulon inhibitors, Salmonella typhi PhoP promoter GFP reporter, confirmatory (AID 1850). one-dose inhibition, % at 50 µM; IC50 in µM for titrated hits. Salmonella Typhi PhoP-promoter GFP reporter, fluorescence, 4 h; higher % means a stronger effect. 310,000 compounds, 0.33% hits; in the data active means a potency from the dose series; inconclusive means inhibition mostly from about 25% at the one dose, without a potency; inactive means the rest, 99 in 100 with inhibition below about 19%;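 further: 0% = induced wells with vehicle and 100% = uninduced wells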
M. tuberculosis = growth inhibition of non-replicating M. tuberculosis (AID 488890) | 320,000 compounds, 0.39% hits | Mycobacterium tuberculosis non-replicating, growth inhibition; higher % means a stronger effect | one-dose inhibition, % at 25 µM; IC50 in µM for titrated hits; in the data active means a potency from the dose series; inconclusive means inhibition mostly from about 82% at the one dose, without a potency; inactive means the rest, 99 in 100 with inhibition below about 76%;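 further: plate controls were DMSO cells for no effect and high antibiotic wells for full effect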
VEEV TC-83 Vero 10K pilot screen = also measured in VEEV TC-83 Vero; calls as there; inhibition, %; measured here: 10K pilot screen inhibition
An asterisk follows results filed as active; i = inactive; ? = inconclusive; · = no result given.

SMILES | VEEV TC-83 Vero | influenza NS1A | H37Rv inhibition | Salmonella PhoP GFP | M. tuberculosis | others
CC1(C)Cc2c(cnn2-c2ccc(F)cc2)C(NC(=O)C(C)(C)O)C1 (configuration not stated) | 1.0% | -1% | -2% | -1% | 16%
Cc1cccc(N(CC(O)CON=C2c3ccccc3-c3ccccc32)S(C)(=O)=O)c1 (configuration not stated) | 6.2% | 7% | 1% | -11% | 17%
CCOC(=O)c1c(C)nc2c(C#N)cnn2c1C | 0.3% | 4% | -4% | 5% | -3%
COc1cc(C2C(C(C)=O)=C(O)C(=O)N2c2ccc(C)cc2)ccc1O (configuration not stated) | i | -14% | -1% | 1% | -6%
COc1cc2c(cc1OC)C(c1ccccc1Br)NC(=O)C2 (configuration not stated) | 1.2% | -6% | 3% | -8% | 6%
CCCCC(=O)OCC(=O)Nc1ccc(C)c(F)c1 | 1.3% | -3% | 15% | 2% | -1%
O=C(CSc1cn(CCNC(=O)c2cccs2)c2ccccc12)NC1CCCC1 | 7.5% | -15% | -6% | -2% | -8%
C[N+]1(CCOS(=O)C23CC4CC(CC(C4)C2)C3)CCOCC1 (configuration not stated) | 3.4% | 5% | 1% | 2% | 7%
CN(C)/C=C/C(=O)c1ccc(S(=O)(=O)c2ccccc2)cc1 | 1.9% | -13% | -6% | -3% | 3%
CCOC(=O)CNC(=O)Cc1ccc(OC)cc1 | 0.3% | -5% | -2% | 0% | -5%
CC(=O)c1ccc(Nc2cnn(C34CC5CC(CC(CC(=O)O)(C5)C3)C4)c(=O)c2Cl)cc1 | i | -5% | -5% | -1% | -4%
CCOc1ccccc1C(=O)Nc1ccccc1O | 7.0% | 3% | 39% | 6% | 15%
COc1ccc(-c2ccc(=O)[nH]n2)cc1 | 1.3% | -1% | -10% | -3% | 10%
Cc1ccc(NC(=O)/C(Cl)=C/c2ccccc2)cc1C | 2.1% | -7% | ? | 0% | ?
O=C(NCc1cccc(OC(F)(F)F)c1)c1cccc2c1C(=O)c1ccc(-c3ccc(F)cc3OCc3ccccc3)cc1S2(=O)=O | 0.8% | -16% | 1% | · | 9%
CCNC(=O)N(CCOC)CC1CCCN(C2Cc3ccccc3C2)C1 (configuration not stated) | i | -1% | -1% | 1% | -7%
CC1CC(C)CN(S(=O)(=O)c2ccc(Oc3ccc([N+](=O)[O-])cc3)cc2)C1 (configuration not stated) | i | 0% | 3% | -4% | 12%
COc1cc(CN2CCCC(C(=O)c3ccc(C(C)(C)C)cc3)C2)cc(OC)c1O (configuration not stated) | 0.2% | 5% | -1% | -4% | 25%
O=C(Nc1ccccc1)c1cc(S(=O)(=O)N2CCOCC2)cs1 | i | -3% | 2% | 16% | 7%
COc1ccccc1C(=O)NC(CCSC)C(=O)N1CCC(Cc2ccccc2)CC1 (configuration not stated) | 8.6% | 8% | 1% | -3% | 5%
O=C(CNC(=S)N(CCCN1CCOCC1)Cc1cccs1)NC1CCCCCCC1 | i | 17% | -6% | -4% | 40% | VEEV TC-83 Vero 10K pilot screen=0.2
CCCCn1c(N)c(N(CC(C)C)C(=O)c2cc(S(=O)(=O)N3CCCCC3)ccc2C)c(=O)[nH]c1=O | 2.6% | 1% | -3% | -3% | 8%
CC(=O)c1cnc2c(-c3cccc(Br)c3)cnn2c1C | 6.5% | -4% | 5% | -5% | -3%
CCOc1ccc(-c2c(=O)n(OCc3ccc([N+](=O)[O-])cc3)c3ccccc3[n+]2[O-])cc1 | · | · | 9% | -2% | -9%
Cc1cc(C)cc(OCC(=O)N2CCCCCC2)c1 | 1.4% | 2% | -8% | -6% | 9%
Carrying on:
SMILES | VEEV TC-83 Vero | influenza NS1A | H37Rv inhibition | Salmonella PhoP GFP | M. tuberculosis | others
Cc1ccc(N2CCN(S(=O)(=O)N(C)C)CC2)cc1C | 0.7% | -5% | -8% | -7% | -4%
Cc1ccc(-c2nnc(Cc3ccc(Cl)cc3)o2)cc1 | 3.7% | 3% | 0% | 15% | ·
CCC(C)NC(=O)C1CCC(CNS(=O)(=O)c2ccccc2)CC1 (configuration not stated) | i | 5% | 3% | -15% | 68%
O=C(CCCOc1ccccc1)Nc1cccnc1 | i | -2% | -1% | -6% | ·
COc1cc2c(cc1OC)/C(=C/C#N)NC(C)(C)C2 | 0.4% | 10% | 1% | 4% | 19%
COc1ccc(CNC(=O)C(=O)NCCC2CCCCN2S(=O)(=O)c2ccccc2)cc1 (configuration not stated) | 4.3% | -2% | -1% | 3% | 1%
O=C(CCn1c(=S)oc2ccccc21)NC1CCCCC1 | 0.4% | 11% | -1% | -5% | -7%
O=C(/C=C/c1ccc(O)c(O)c1)OCCc1ccccc1 | 2.4% | -3% | 28% | -7% | 36%
COc1ccc(CN2Cc3cnnn3-c3ccccc3C2c2ccccc2)cc1 (configuration not stated) | i | 9% | · | · | ·
Fc1ccc(/C=N/N2CCCCC2)c(F)c1 | i | -17% | -3% | 5% | 1%
Cc1cc(N2CCN(C(=O)c3ccco3)CC2)n2ncc(-c3ccccc3)c2n1 | 5.3% | -21% | 53% | -8% | 28%
CCOC(=O)CN1C(=O)N[C@@H](c2cccc(F)c2)C(C(=O)OC)=C1C | i | 1% | -4% | 22% | 4%
CC(C)c1ccccc1NCC(=O)N1CCN(Cc2ccccc2)CC1 | i | -10% | -8% | 1% | 1%
CN(CC(=O)Nc1ccccc1Br)C(=O)C1CCN(C(=O)c2ccc(Cl)cc2)CC1 | 1.1% | 8% | -4% | -1% | 2%
COc1ccccc1CNC(=O)C1(C)Oc2cccnc2NC1=O (configuration not stated) | 1.1% | -6% | -9% | 15% | -6%
Cc1nc2cc(C(F)(F)F)ccc2n1C1CCN(Cc2nnnn2Cc2cccs2)CC1 | 3.5% | 5% | -2% | 4% | 43%
Cc1cccc2cc(CN(C(=O)c3cccs3)c3ccccc3)c(=O)[nH]c12 | 3.5% | 4% | 4% | -5% | -2%
COc1ccccc1CCN1CCCC(CN(C)C(=O)c2ccc3nc[nH]c3c2)C1 (configuration not stated) | 2.3% | -11% | -14% | -2% | 10%
Cc1c(C)n(-c2ccccc2)c2ncnc(NCCCN(C)C)c12 | i | 2% | 9% | 2% | -3%
Cc1cc(NC(=O)CCc2ccccc2)c([N+](=O)[O-])cc1C | 0.7% | 0% | 2% | 1% | 31%
O=C(Nc1ccccc1)c1cc(S(=O)(=O)NCc2ccncc2)ccc1Cl | i | -9% | 3% | -8% | 17%
O=S(=O)(NCC1CCCO1)c1cc(Cl)ccc1Cl (configuration not stated) | 0.2% | 7% | 4% | 6% | 5%
CC1(N(O)/C=C2\C=CC=CC2=O)CCCCC1=O (configuration not stated) | i | -1% | -3% | 0% | ·
Cc1ccccc1N1CCN(Cc2cccc(C(=O)O)c2)CC1 | i | 0% | -17% | -8% | 1%
O=C(CCC(=O)Nc1nnc(C2CCCCC2)s1)NCc1ccc(F)cc1 | 1.3% | 0% | 1% | -16% | 7%
Additional results follow:
SMILES | VEEV TC-83 Vero | influenza NS1A | H37Rv inhibition | Salmonella PhoP GFP | M. tuberculosis | others
O=C1CC(Sc2nnnn2-c2ccccc2)C(=O)N1c1cccc(Cl)c1 (configuration not stated) | 1.1% | 2% | -1% | -5% | 19%
CC(=O)N(C)c1ccc(NC(=S)Nc2ccccc2)cc1 | 1.2% | -3% | -6% | -2% | 22%
Cc1[nH]c2ccccc2c1/C=N/Nc1nncn1N | 0.2% | 2% | 2% | -6% | -13%
CN(C(=O)c1coc(=O)c2ccccc12)c1ccccc1Cl | 0.5% | -14% | 27% | -7% | 22%
Cc1csc2sc(-c3ccnc(SCC(=O)NCc4ccccc4)n3)c(C)c12 | 4.2% | -16% | 6% | 2% | 0%
Cc1nc(NC(=S)NC(=O)c2ccco2)sc1C(=O)N(C)C | 1.2% | -4% | -29% | -4% | -7%
Cc1cc2c(cc1C)/C(=C\C(N)=O)NC(C)(C)C2 | i | 10% | 0% | 6% | 38%
CCCCOc1ccc(N=Cc2cccs2)cc1 | 0.2% | 8% | ? | -3% | 62%
CC(OC(=O)c1cc2sccc2n1C)C(=O)NCc1ccc(F)cc1 (configuration not stated) | 5.1% | -2% | 8% | -7% | -11%
O=C1CCCC2=C1C(c1ccsc1)CC(=O)N2c1ccccc1F (configuration not stated) | 1.0% | -6% | -6% | -2% | 0%
CCOCC(=O)Nc1nnc(Cc2ccc(OC)cc2)s1 | 0.3% | 0% | 0% | 6% | 38%
CC(Oc1ccc(Cl)cc1Cl)C(=O)NNC(=O)c1ccncc1 (configuration not stated) | i | -2% | ? | 4% | 57%
COc1cc(C2C(C#N)=C(N)OC3=C2C(=O)CC(C)(C)C3)ccc1OCCN1CCOCC1 (configuration not stated) | i | -1% | 4% | 13% | 6%
CCN1C(=O)CC(N2CCN(c3ccc(Cl)cc3)CC2)C1=O (configuration not stated) | 0.9% | -4% | -2% | -5% | 3%
O=C(c1ccco1)N1N=C(c2ccc(Cl)cc2)CC1c1ccco1 (configuration not stated) | i | 5% | 2% | -9% | 0%
CCOC(=O)c1ccc(S(=O)(=O)N2CCC(C(=O)NCC3CCCCC3)CC2)cc1 | i | -10% | 0% | · | -1%
CC(C)(C)C(=O)COC(=O)c1cc(-c2ccncc2)nc2ccccc12 | 1.4% | -3% | 29% | 1% | 25%
CCOC(=O)c1oc2c(O)c(O)ccc2c(=O)c1-c1nncn1-c1ccccc1 | 0.7% | -1% | 0% | 9% | -3%
COc1ccc2nc(N3C(=O)C(O)=C(C(=O)c4ccco4)C3c3ccco3)sc2c1 (configuration not stated) | 6.1% | -7% | · | · | ·
Cc1ccccc1-n1nc2c(c1NC(=O)C(C)C)CS(=O)(=O)C2 | 0.8% | -6% | -9% | 10% | -11%
COc1cc(NC2c3ccccc3C(=O)N2Cc2ccccc2)cc(OC)c1OC (configuration not stated) | 2.1% | -7% | -2% | 3% | 17%
O=C(CN(C(=O)CCC(=O)Nc1nccs1)c1ccc(F)cc1)NCC1CCCO1 (configuration not stated) | 6.2% | -2% | 0% | 3% | 12%
CCN1CCN(c2ccc(S(=O)(=O)N3CCCCC3)cc2NC(=O)Cc2c(F)cccc2Cl)CC1 | 1.8% | 13% | 7% | -7% | 21%
CC(C)N(c1ccccc1)c1ccc(NC(=S)NCCN(C)C)cc1 | 2.6% | 6% | -5% | 6% | 46%
COc1cc(C(=O)NC(=S)Nc2nc(-c3ccc(F)cc3)cs2)cc(OC)c1OC | 3.9% | -5% | 60% | -9% | 54%
C[C@]12CCC3[C@@H](CCC4=CC(=O)CC[C@@]43CO)C1CCC2=O (some centres not stated) | 3.6% | 20% | -6% | -14% | -3%
CC(=O)Nc1ccc(O)cc1[N+](=O)[O-] | 0.9% | -10% | -3% | 2% | -14%
CCN1CCN(c2oc(COc3ccc(-c4ccccc4)cc3)nc2C#N)CC1 | 3.2% | -1% | 43µM* | -4% | 21%
Cc1ccc(C)c(-c2csc(NC(=O)c3cnccn3)n2)c1 | i | 4% | ? | -26% | 3.1µM*
O=C(COc1cc(Cl)ccc1Cl)Nc1ccc2[nH]c(=O)[nH]c2c1 | 0.4% | -10% | 2% | -7% | -7%

Arranged by count of non-hydrogen atoms (descending): part of the list above
SMILES | VEEV TC-83 Vero | influenza NS1A | H37Rv inhibition | Salmonella PhoP GFP | M. tuberculosis | others
CCN1CCN(c2ccc(S(=O)(=O)N3CCCCC3)cc2NC(=O)Cc2c(F)cccc2Cl)CC1 | 1.8% | 13% | 7% | -7% | 21%
COc1cc(C2C(C#N)=C(N)OC3=C2C(=O)CC(C)(C)C3)ccc1OCCN1CCOCC1 (configuration not stated) | i | -1% | 4% | 13% | 6%
COc1cc(C(=O)NC(=S)Nc2nc(-c3ccc(F)cc3)cs2)cc(OC)c1OC | 3.9% | -5% | 60% | -9% | 54%
Cc1csc2sc(-c3ccnc(SCC(=O)NCc4ccccc4)n3)c(C)c12 | 4.2% | -16% | 6% | 2% | 0%
O=C1CC(Sc2nnnn2-c2ccccc2)C(=O)N1c1cccc(Cl)c1 (configuration not stated) | 1.1% | 2% | -1% | -5% | 19%
CC(OC(=O)c1cc2sccc2n1C)C(=O)NCc1ccc(F)cc1 (configuration not stated) | 5.1% | -2% | 8% | -7% | -11%
O=C1CCCC2=C1C(c1ccsc1)CC(=O)N2c1ccccc1F (configuration not stated) | 1.0% | -6% | -6% | -2% | 0%
CN(C(=O)c1coc(=O)c2ccccc12)c1ccccc1Cl | 0.5% | -14% | 27% | -7% | 22%
CCOCC(=O)Nc1nnc(Cc2ccc(OC)cc2)s1 | 0.3% | 0% | 0% | 6% | 38%
Cc1cc2c(cc1C)/C(=C\C(N)=O)NC(C)(C)C2 | i | 10% | 0% | 6% | 38%
CC(=O)Nc1ccc(O)cc1[N+](=O)[O-] | 0.9% | -10% | -3% | 2% | -14%
